ARFGAP1 inh = inhibitors of rat ARFGAP1; Arfgap1-stimulated ARF1 GTP hydrolysis, GDP FP detection; inhibition, % at 16.5 µM; actives 0.26% (n = 360,000);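 active = inhibition above a per-plate limit, mean inhibition of low control wells plus 3 SD, cut at about 25% in these data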;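 also: 0% = DMSO wells with enzyme and 100% = wells lacking Arfgap1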
Target sequence (Q62848 1-136 limits assumed): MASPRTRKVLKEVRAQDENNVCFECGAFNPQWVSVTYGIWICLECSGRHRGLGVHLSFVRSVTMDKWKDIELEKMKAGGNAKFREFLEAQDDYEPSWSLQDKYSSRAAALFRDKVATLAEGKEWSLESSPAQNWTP
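System: truncated rat Arfgap1 GAP domain / Benchmarks: high control wells lacking Arfgap1, low control full reaction with DMSO / Times: compound-enzyme preincubation 20 min, reaction 120 min, detection 60 min, 25 °C / Repeats: one replicate per compound / Also added: human ARF1(Δ1-17)-GTP substrate / Measured by: Tracer-displacement fluorescence polarization with EDTA stop, 620/688 nm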
Tn7 DDE FP = DD(E)-Tn7 binding inhibition, primary FP screen | P02675 | FP displacement of FITC-Tn7 peptide from fibrin DD(E); 0% = median of compound wells per plate | inhibition, % at 8.3 µM | actives 0.13% (n = 370,000);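 active = inhibition above the mean of compounds falling within the control limits plus 3 SD of them, cut at about 14% in these data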;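 also: 0% = plate median of compound wells and 100% = 10 µM Aha-Tn7 peptide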
Target sequence (P02675 whole entry, looked up): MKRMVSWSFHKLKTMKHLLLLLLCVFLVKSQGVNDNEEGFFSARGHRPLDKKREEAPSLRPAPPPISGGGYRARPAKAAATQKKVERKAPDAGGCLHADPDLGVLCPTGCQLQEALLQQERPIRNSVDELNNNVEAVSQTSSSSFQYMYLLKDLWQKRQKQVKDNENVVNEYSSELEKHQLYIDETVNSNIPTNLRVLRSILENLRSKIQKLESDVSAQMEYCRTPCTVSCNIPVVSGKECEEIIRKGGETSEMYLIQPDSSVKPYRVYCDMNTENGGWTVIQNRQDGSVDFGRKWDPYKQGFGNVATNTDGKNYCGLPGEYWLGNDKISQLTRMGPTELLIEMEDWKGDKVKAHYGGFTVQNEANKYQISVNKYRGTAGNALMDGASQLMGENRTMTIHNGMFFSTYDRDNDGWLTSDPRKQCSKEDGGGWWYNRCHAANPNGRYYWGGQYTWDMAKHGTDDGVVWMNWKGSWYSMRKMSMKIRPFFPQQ
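System: human fibrin DD(E); quantity: Fibrin-DD(E) at 2 µM final; also added: fluorescent Tn7 probe at 0.1 µM; compound dosing: single nominal test concentration of 8.3 µM per compound; schedule: 10 min preincubation, 3 h with tracer, room temperature; detection: fluorescence polarization of the labelled Tn7 tracer; repeats: one replicate per compound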
ADAM10 inh = inhibits human ADAM10. recombinant ADAM10, EDANS/DABCYL FRET peptide cleavage, 3 h. actives 0.62% (n = 370,000). O14672. inhibition, % at 7 µM;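 active = inhibition above a per-campaign cutoff equal to the mean of compounds falling between control-based bounds plus 3 SD, cut at about 20% in these data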;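 also: 0% = DMSO wells while the 100% control is not disclosed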
PLCb3 inh = blocks human PLC-beta3 enzyme activity. Q01970. Purified PLC-beta3, fluorogenic substrate, fluorescence. inhibition, % at 12.2 µM. actives 0.18% (n = 370,000); in the data active = inhibition above about 11%;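 also: 0% = median of compound wells on plate and 100% = full blocker control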
SIAE primary = blocks human sialic acid acetylesterase | actives 0.69% (n = 370,000) | AID 1053197 | Q9HAT2 | SIAE FP-Rh probe binding, fluorescence polarization | inhibition, % at 9.66 µM;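 active = inhibition above a cutoff: mean of compounds within the control limits plus 3 SD of those, cut at about 17% in these data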;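 also: 0% = plate median of compound wells and 100% = probe without SIAE protein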
TDP2 absorb = blocks human TDP2 phosphodiesterase activity. O95551. recombinant TDP2, T5PNP hydrolysis, p-nitrophenol absorbance 415 nm. inhibition, % at 12.8 µM. actives 0.34% (n = 370,000). AID 720702;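 active = inhibition above the mean of all tested compounds plus 3 SD, set per campaign, cut at about 25% in these data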;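 also: 0% = DMSO with enzyme and 100% = buffer with substrate but no TDP2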
Target sequence (O95551 whole entry, looked up): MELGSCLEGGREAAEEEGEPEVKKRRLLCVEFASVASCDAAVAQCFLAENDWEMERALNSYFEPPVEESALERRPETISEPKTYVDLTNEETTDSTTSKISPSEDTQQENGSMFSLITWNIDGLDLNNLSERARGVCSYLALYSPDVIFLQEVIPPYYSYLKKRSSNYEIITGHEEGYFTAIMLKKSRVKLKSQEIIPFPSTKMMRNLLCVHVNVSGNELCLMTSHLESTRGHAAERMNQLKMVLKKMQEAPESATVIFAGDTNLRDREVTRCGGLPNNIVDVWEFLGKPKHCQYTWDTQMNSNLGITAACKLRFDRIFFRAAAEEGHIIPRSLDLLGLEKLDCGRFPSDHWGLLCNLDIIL
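Test system: Human TDP2 enzyme | Reagent: 5 mM T5PNP | Compound dosing: 12.8 µM single point, 1% DMSO | Incubation: Enzyme reaction with compound for 2 h at 37 °C | Technique: p-Nitrophenol epi absorbance | Read-out: % inhibition relative to enzyme-containing and enzyme-free wells | Benchmarks: High control without enzyme, low control DMSO plus TDP2 | Replicates: Singlicate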
DDE Tn6 FP inh = DD(E)-Tn6 binding inhibition, primary FP screen; P02675; Fibrin DD(E) TRITC-Tn6 fluorescence polarization displacement; inhibition, % at 8.3 µM; actives 0.21% (n = 370,000); AID 720509;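 active = inhibition above a per-campaign cutoff: mean of compounds within control limits plus 3 SD, cut at about 15% in these data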;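 also: 0% = median of all compound wells on the plate and 100% = blocking peptide control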
PLC-gamma1 inh = PLC-gamma1 (human) inhibition, primary screen; P19174; purified PLC-gamma1, fluorogenic substrate, fluorescence; inhibition, % at 12.2 µM; actives 0.84% (n = 370,000); in the data active = inhibition above about 9.5%
ASAP1 inh = inhibitors of human ASAP1 ArfGAP activity; Q9ULH1; ASAP1-stimulated ARF1 GTP hydrolysis, GDP FP detection; inhibition, % at 16.5 µM; actives 0.19% (n = 360,000); AID 624377; in the data active = inhibition above about 25%;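 also: 0% = vehicle with enzyme and substrate and 100% = no enzyme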
ADAM17 inh = inhibits human ADAM17 | inhibition, % at 6.95 µM | recombinant ADAM17, EDANS/DABCYL FRET peptide cleavage | actives 0.83% (n = 370,000) | P78536 | AID 720648;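 active = inhibition above the mean of compounds lying between control limits plus 3 SD, set per campaign, cut at about 8.5% in these data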;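 also: 0% = DMSO-only wells as the low control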
Starred values were filed as active, the others as inactive.

C[C@H]1Cn2cnc(C(=O)N[C@@H](Cc3c[nH]c4ccccc34)C(=O)OC(C)(C)C)c2C(=O)N1 was read as ARFGAP1 inh 11, Tn7 DDE FP 4, ADAM10 inh 7, PLCb3 inh 5, SIAE primary -4, TDP2 absorb 0, DDE Tn6 FP inh 4, PLC-gamma1 inh -1, ASAP1 inh 0 and ADAM17 inh 3.
Screening COCCNC(=O)C(=O)NNC(=O)CCc1ccccc1 returned ARFGAP1 inh 0, Tn7 DDE FP 0, ADAM10 inh -7, PLCb3 inh -1, SIAE primary 2, TDP2 absorb 0, DDE Tn6 FP inh 0, PLC-gamma1 inh -1, ASAP1 inh 12 and ADAM17 inh -4.
`CNS(=O)(=O)c1cccc(C(=O)NC2CCCc3ccccc32)c1` (configuration not stated) gave ARFGAP1 inh 0, Tn7 DDE FP 5, ADAM10 inh -1, PLCb3 inh 0, SIAE primary 0, TDP2 absorb 17, DDE Tn6 FP inh 0, PLC-gamma1 inh 1, ASAP1 inh -9 and ADAM17 inh -4.
`CCn1cc(/C=N/O)c(C)n1` gave ARFGAP1 inh 12, Tn7 DDE FP -7, ADAM10 inh 10, PLCb3 inh 3, SIAE primary 2, TDP2 absorb 6, DDE Tn6 FP inh -3, PLC-gamma1 inh -2, ASAP1 inh -3 and ADAM17 inh -4.
For CC1(C)S[C@@H]2[C@H](NC(=O)COc3ccccc3)C(=O)N2C1C(=O)OCc1ccccc1 (some centres not stated) the results were ARFGAP1 inh 1, Tn7 DDE FP 4, ADAM10 inh 4, PLCb3 inh -3, SIAE primary -9, TDP2 absorb -1, DDE Tn6 FP inh 2, PLC-gamma1 inh -4, ASAP1 inh 4 and ADAM17 inh -1.
CCOC(=O)N1CCN(C(=O)c2cn(CC)c3ccc(S(=O)(=O)N4CCC(C)CC4)cc3c2=O)CC1 was read as ARFGAP1 inh 7, Tn7 DDE FP 2, ADAM10 inh -3, PLCb3 inh 1, SIAE primary -3, TDP2 absorb -7, DDE Tn6 FP inh -4, PLC-gamma1 inh 5, ASAP1 inh -11 and ADAM17 inh 0.
For COc1ccccc1OCC(=O)NNC(=O)Nc1ccc(Cl)cc1 the results were ARFGAP1 inh -3, Tn7 DDE FP 14, ADAM10 inh -3, PLCb3 inh 4, SIAE primary -4, TDP2 absorb 1, DDE Tn6 FP inh 1, PLC-gamma1 inh 0, ASAP1 inh 2 and ADAM17 inh -3.
Screening COc1ccc(CN(C)CC#Cc2ccccc2)c(OC)c1 returned Tn7 DDE FP 4, ADAM10 inh 3, PLCb3 inh -2, SIAE primary 4, TDP2 absorb 3, DDE Tn6 FP inh -7, PLC-gamma1 inh 2 and ADAM17 inh 3.
Screening Cc1cccc(OCc2ccc(C(=O)N3CCOCC3)o2)c1 returned ARFGAP1 inh 2, Tn7 DDE FP 4, ADAM10 inh -2, PLCb3 inh 3, SIAE primary -4, TDP2 absorb 4, DDE Tn6 FP inh 2, PLC-gamma1 inh 1, ASAP1 inh -4 and ADAM17 inh -3.
For CCOC(=O)c1nc2cc3n(c(C)c-2c1C)C(C)C(CC)=C3C (configuration not stated) the results were ARFGAP1 inh 11, Tn7 DDE FP 10, ADAM10 inh -371, PLCb3 inh -164, SIAE primary -4, TDP2 absorb 5, DDE Tn6 FP inh 7, PLC-gamma1 inh -135, ASAP1 inh -5 and ADAM17 inh -65.
Screening COC(=O)C1=C(N)c2c(F)cccc2C1(C#N)c1ccccc1 (configuration not stated) returned ARFGAP1 inh -10, Tn7 DDE FP 0, ADAM10 inh -73, PLCb3 inh -152, SIAE primary 4, TDP2 absorb 8, DDE Tn6 FP inh -2, PLC-gamma1 inh -107, ASAP1 inh 6 and ADAM17 inh -23.
Screening Cc1cccc(NC(=O)c2cc3c([nH]c4ccccc43)c(C)n2)c1C returned ARFGAP1 inh -5, Tn7 DDE FP -1, ADAM10 inh -25, PLCb3 inh -8, SIAE primary -8, TDP2 absorb 5, DDE Tn6 FP inh 0, PLC-gamma1 inh -12, ASAP1 inh -19 and ADAM17 inh -8.
For COc1ccc(OC)c(NC(=S)NCc2ccco2)c1 the results were ARFGAP1 inh 4, Tn7 DDE FP -7, ADAM10 inh -2, PLCb3 inh 2, SIAE primary 2, TDP2 absorb 1, DDE Tn6 FP inh 1, PLC-gamma1 inh 0, ASAP1 inh 11 and ADAM17 inh -4.
CC(C)CC(=O)N1CCN(c2ccc(NC(=O)c3ccco3)cc2)CC1 was read as ARFGAP1 inh -6, Tn7 DDE FP 0, ADAM10 inh -10, PLCb3 inh -3, SIAE primary -4, TDP2 absorb 9, DDE Tn6 FP inh 8, PLC-gamma1 inh -3, ASAP1 inh -2 and ADAM17 inh -2.
Screening CC(=O)N1CCN(C2=NC(=O)C(=C3CCCCC3)S2)CC1 returned ARFGAP1 inh -6, Tn7 DDE FP -1, ADAM10 inh 6, PLCb3 inh 0, SIAE primary 2, TDP2 absorb 2, DDE Tn6 FP inh 4, PLC-gamma1 inh 2, ASAP1 inh 10 and ADAM17 inh -6.

The closing two records of the section above come first, to join the parts:
CC(C)CC(=O)N1CCN(c2ccc(NC(=O)c3ccco3)cc2)CC1 was read as ARFGAP1 inh -6, Tn7 DDE FP 0, ADAM10 inh -10, PLCb3 inh -3, SIAE primary -4, TDP2 absorb 9, DDE Tn6 FP inh 8, PLC-gamma1 inh -3, ASAP1 inh -2 and ADAM17 inh -2.
Screening CC(=O)N1CCN(C2=NC(=O)C(=C3CCCCC3)S2)CC1 returned ARFGAP1 inh -6, Tn7 DDE FP -1, ADAM10 inh 6, PLCb3 inh 0, SIAE primary 2, TDP2 absorb 2, DDE Tn6 FP inh 4, PLC-gamma1 inh 2, ASAP1 inh 10 and ADAM17 inh -6.
Cc1cccc(C)c1NC(=O)N1CCN(c2nc3ccccc3s2)CC1 was read as ARFGAP1 inh 7, Tn7 DDE FP -6, ADAM10 inh 4, PLCb3 inh 2, SIAE primary -9, TDP2 absorb -16, DDE Tn6 FP inh 2, PLC-gamma1 inh 8, ASAP1 inh -14 and ADAM17 inh -2.
`CC1=CC(C)(C)N2C(=O)C3(NCCc4c3[nH]c3ccccc43)c3cccc1c32` (configuration not stated) gave ARFGAP1 inh 1, Tn7 DDE FP 1, ADAM10 inh 0, PLCb3 inh -4, SIAE primary 18*, TDP2 absorb 5, DDE Tn6 FP inh -5, PLC-gamma1 inh 0, ASAP1 inh 14 and ADAM17 inh -5.
Screening CCCc1c(C(=O)N/N=C/c2ccccc2OCc2ccc(F)cc2)nnn1-c1nonc1N returned ARFGAP1 inh 0, Tn7 DDE FP 7, ADAM10 inh 1, PLCb3 inh -4, SIAE primary 0, TDP2 absorb 11, DDE Tn6 FP inh 2, PLC-gamma1 inh 1, ASAP1 inh -6 and ADAM17 inh 0.
`CCOC(=O)c1ccc(S(=O)(=O)N2CCN(c3ccccn3)CC2)cc1` gave ARFGAP1 inh 18, Tn7 DDE FP -1, ADAM10 inh 7, PLCb3 inh -7, SIAE primary -4, TDP2 absorb -10, DDE Tn6 FP inh -7, PLC-gamma1 inh 1, ASAP1 inh 2 and ADAM17 inh -6.
O=C(COc1ccccc1Cl)Nc1ccc2c(c1)OCCO2 was read as ARFGAP1 inh -19, Tn7 DDE FP 4, ADAM10 inh 6, PLCb3 inh 2, SIAE primary 3, TDP2 absorb 1, DDE Tn6 FP inh 7, PLC-gamma1 inh 5, ASAP1 inh -2 and ADAM17 inh 1.
`O=C(NCCC1CCCCN1S(=O)(=O)c1cccs1)C(=O)NCc1ccccc1` (configuration not stated) gave ARFGAP1 inh -11, Tn7 DDE FP 0, ADAM10 inh 0, PLCb3 inh -5, SIAE primary -1, TDP2 absorb 16, DDE Tn6 FP inh -7, PLC-gamma1 inh -2, ASAP1 inh -22 and ADAM17 inh -1.
For O=C(CSc1ccc([N+](=O)[O-])cc1)Nc1ccccc1N1CCOCC1 the results were ARFGAP1 inh 3, Tn7 DDE FP -2, ADAM10 inh -7, PLCb3 inh -3, SIAE primary 5, TDP2 absorb -7, DDE Tn6 FP inh 3, PLC-gamma1 inh -2, ASAP1 inh -4 and ADAM17 inh -2.
`CCn1c(SCC(=O)Nc2nc3c(s2)CCCC3)nnc1-c1ccccc1` gave ARFGAP1 inh 0, Tn7 DDE FP 3, ADAM10 inh 3, PLCb3 inh 0, SIAE primary -3, TDP2 absorb 4, DDE Tn6 FP inh 5, PLC-gamma1 inh 1, ASAP1 inh 2 and ADAM17 inh -2.
Screening Cc1ccc2[nH]c(=O)c(CNC(C)(C)C)cc2c1 returned ARFGAP1 inh 0, Tn7 DDE FP 2, ADAM10 inh -52, PLCb3 inh -6, SIAE primary 3, TDP2 absorb 9, DDE Tn6 FP inh -2, PLC-gamma1 inh -6, ASAP1 inh -14 and ADAM17 inh -18.
CCNC(=S)NNC(=O)c1ccccc1Cl was read as ARFGAP1 inh 6, Tn7 DDE FP -9, ADAM10 inh 4, PLCb3 inh 2, SIAE primary 2, TDP2 absorb -8, DDE Tn6 FP inh -2, PLC-gamma1 inh 1, ASAP1 inh 0 and ADAM17 inh 3.
CCOC(=O)Cc1csc(NC(=S)NC(=O)c2ccc(Cl)cc2)n1 was read as ARFGAP1 inh -7, Tn7 DDE FP 2, ADAM10 inh 6, PLCb3 inh 3, SIAE primary -1, TDP2 absorb 15, DDE Tn6 FP inh -3, PLC-gamma1 inh 0, ASAP1 inh -1 and ADAM17 inh 0.
`CC1=C(C)CC(C(=O)NCCCN2CCCC2=O)C(C(=O)O)C1` (configuration not stated) gave ARFGAP1 inh 7, Tn7 DDE FP 2, ADAM10 inh -13, PLCb3 inh -9, SIAE primary 3, TDP2 absorb 0, DDE Tn6 FP inh 6, PLC-gamma1 inh -4, ASAP1 inh -7 and ADAM17 inh -4.
Screening Cc1c(NC(=O)C(C)OC(=O)COc2ccccc2)c(=O)n(-c2ccccc2)n1C (configuration not stated) returned ARFGAP1 inh -4, Tn7 DDE FP 8, ADAM10 inh -1, PLCb3 inh -4, SIAE primary 1, TDP2 absorb 0, DDE Tn6 FP inh 2, PLC-gamma1 inh 1, ASAP1 inh 2 and ADAM17 inh -5.
Screening COc1cccc(CNC(=O)CCC2CCCN(c3cc(C)nc(N(C)C)n3)C2)c1 (configuration not stated) returned ARFGAP1 inh 15, Tn7 DDE FP 1, ADAM10 inh 3, PLCb3 inh 3, SIAE primary -4, TDP2 absorb -5, DDE Tn6 FP inh 2, PLC-gamma1 inh 2, ASAP1 inh -1 and ADAM17 inh 2.

High-throughput results: PubChem BioAssay, The Scripps Research Institute Molecular Screening Center
